Source: PubChem BioAssay
mABHD4 FP = inhibits mouse alpha/beta hydrolase domain 4; Q8VD66; purified mABHD4, FP-Rh probe fluorescence polarization; inhibition, % at 8.92 µM; 370,000 compounds, 0.54% hits;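 active = inhibition exceeding the mean over every tested compound plus 3 SD, cut at about 30% in these data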;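 also: 0% = plate median of compound wells and 100% = S159A mutant with DMSO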
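System: mouse ABHD4 enzyme, wild type / Medium: HEPES pH 7.0, NaCl, Pluronic buffer / Reagent: FP-Rh activity-based fluorescent probe / Control set: S159A mutant high control, sample median low control / Detection: fluorescence polarization with parallel and perpendicular emission, 525/598 nm / Schedule: 45 min + 60 min at 25 °C / Compound dosing: 8.92 µM, single dose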
DDE Tn7 FP inh = inhibitors of Tn7 peptide binding to human fibrin DD(E) | 370,000 compounds, 0.13% hits | inhibition, % at 8.3 µM | FP displacement of FITC-Tn7 peptide from fibrin DD(E); 0% = median of compound wells per plate;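 active = inhibition above the mean of compounds falling within the control limits plus 3 SD of them, cut at about 14% in these data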;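 also: 0% = plate median of compound wells and 100% = 10 µM Aha-Tn7 peptide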
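Assay system: human fibrin DD(E). Input: DD(E) 2 µM final. Medium: Tris buffer with calcium and detergent, pH 7.8. Compound dosing: single point at 8.3 µM. Timing: 10 min plus 3 h, room temperature. Technique: fluorescence polarization of the labelled Tn7 tracer. Read-out: percent inhibition. Replicates: singlicate testing.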
HTRA1 inhibitor = inhibitors of human serine peptidase HTRA1; Q92743; recombinant HTRA1, FP-rhodamine activity-based probe, fluorescence polarization; inhibition, % at 5.96 µM; 340,000 compounds, 0.5% hits; in the data active = inhibition above about 36%;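 also: 0% = enzyme with DMSO and 100% = wells lacking enzyme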
SIAE inh = blocks human sialic acid acetylesterase. inhibition, % at 9.66 µM. AID 1053197. SIAE FP-Rh probe binding, fluorescence polarization. 370,000 compounds, 0.69% hits;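 active = inhibition above a cutoff: mean of compounds within the control limits plus 3 SD of those, cut at about 17% in these data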;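 also: 0% = plate median of compound wells and 100% = probe without SIAE protein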
PG9 Ab binder = small molecules binding HIV-1 gp120 antibody PG9 | TR-FRET gp120-PG9 antibody binding | 360,000 compounds, 0.43% hits | inhibition, % at 6.7 µM | AID 624416; in the data active = inhibition above about 8.5%
UHRF1 MBD2 ctr = blocks human UHRF1 binding to methylated DNA; Q96T88; UHRF1 binding to methylated oligo, TR-FRET; inhibition, % at 4.4 µM; 370,000 compounds, 0.75% hits; AID 687016; in the data active = inhibition above about 21%;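 also: UHRF1 SRA domain binding a hemimethylated CpG hairpin DNA probe; 0% = median of test compound wells and 100% = reference inhibitor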
Target sequence (Q96T88 whole entry, looked up, the tested form may be a part): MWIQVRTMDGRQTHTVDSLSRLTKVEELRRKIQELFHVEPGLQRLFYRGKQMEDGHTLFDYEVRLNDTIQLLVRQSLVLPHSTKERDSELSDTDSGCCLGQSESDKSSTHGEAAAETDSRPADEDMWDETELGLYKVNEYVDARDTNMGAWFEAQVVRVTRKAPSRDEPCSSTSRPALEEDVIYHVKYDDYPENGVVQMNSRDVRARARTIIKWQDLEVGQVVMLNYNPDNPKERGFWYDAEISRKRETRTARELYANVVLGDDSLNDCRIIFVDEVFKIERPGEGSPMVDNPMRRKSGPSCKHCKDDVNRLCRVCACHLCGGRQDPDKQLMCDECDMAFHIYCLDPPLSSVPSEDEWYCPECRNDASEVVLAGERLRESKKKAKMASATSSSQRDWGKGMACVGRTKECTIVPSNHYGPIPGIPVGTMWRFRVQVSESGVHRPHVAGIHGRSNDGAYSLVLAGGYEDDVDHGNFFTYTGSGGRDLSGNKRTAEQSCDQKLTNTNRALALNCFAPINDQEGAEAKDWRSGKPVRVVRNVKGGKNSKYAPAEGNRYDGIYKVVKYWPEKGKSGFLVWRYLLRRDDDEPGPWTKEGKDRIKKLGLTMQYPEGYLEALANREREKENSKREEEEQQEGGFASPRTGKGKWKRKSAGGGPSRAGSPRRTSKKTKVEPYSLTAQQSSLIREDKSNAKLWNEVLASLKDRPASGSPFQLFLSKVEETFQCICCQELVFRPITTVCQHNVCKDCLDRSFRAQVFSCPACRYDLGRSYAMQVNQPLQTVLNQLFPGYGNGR
PRMT1 FP inh = PRMT1 (human) inhibition, primary screen; AID 652257; inhibition, % at 2.79 µM; recombinant PRMT1, activity-based probe fluorescence polarization; 370,000 compounds, 1.3% hits; Q99873;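 active = inhibition above about 21% made by adding two undisclosed values, limit read from the data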
TCR-CD3 inh = blocks the human TCR-CD3 interaction. TAMRA-labeled TCR probe fluorescence, biochemical. inhibition, % at 9.4 µM. 360,000 compounds, 0.37% hits. AID 651800; in the data active = inhibition above about 19%;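 also: recombinant mutant TCR 2C K166C tagged with TAMRA read by polarization; 0% = receptor in buffer alone and 100% = receptor with positive control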
TDP2 inh = TDP2 (human) inhibition, absorbance primary screen; 370,000 compounds, 0.34% hits; recombinant TDP2, T5PNP hydrolysis, p-nitrophenol absorbance 415 nm; inhibition, % at 12.8 µM; AID 720702;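 active = inhibition above the mean of all tested compounds plus 3 SD, set per campaign, cut at about 25% in these data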;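 also: 0% = DMSO with enzyme and 100% = buffer with substrate but no TDP2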
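System: recombinant human TDP2 / Amount: 120 nM TDP2 per well / Also added: 5 mM T5PNP chromogenic substrate / Doses: 12.8 µM single point, 1% DMSO / Incubation: 2 h at 37 °C / Detection: p-Nitrophenol epi absorbance / Evaluation: % inhibition relative to enzyme-containing and enzyme-free wells / Repeats: singlicate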
LEDGF integ inh = blocks HIV-1 LEDGF/p75-dependent DNA integration. TR-FRET IN-LEDGF/p75 DNA integration, Eu/Cy5. inhibition, % at 3.7 µM. 370,000 compounds, 0.64% hits;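 active = inhibition above the screen-wide mean plus 3 SD, cut at about 13% in these data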;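 also: signal is the Cy5 over europium emission ratio at 671 and 618 nm; 0% = plate median of compound wells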
The depositor's hits bear a star.

SMILES,LEDGF integ inh,DDE Tn7 FP inh,PG9 Ab binder,mABHD4 FP,TCR-CD3 inh,HTRA1 inhibitor,PRMT1 FP inh,TDP2 inh,SIAE inh,UHRF1 MBD2 ctr
O=C(O)C(O)(c1ccccc1)C(O)c1ccccc1 (centres undefined),8.5,-0.9,-1.9,-0.7,-6.4,0.7,-3.3,-15.0,-0.2,1.9
CCNC(=O)CC1C(=O)N(c2ccc(F)cc2)C(=O)N1CCc1sccc1C (centres undefined),3.0,0.8,-2.0,0.4,0.3,1.2,-2.1,2.8,2.3,0.1
CCc1ccc(-c2csc(NC(=O)C3CCCO3)c2C(=O)OC(C)C)cc1 (centres undefined),1.3,-4.6,-0.3,-4.2,-3.4,-16.2,1.4,-8.3,-0.9,6.7
CC1CCN(CCNC(=O)CCS(=O)(=O)c2ccc(Br)cc2)CC1,-0.6,-2.9,-1.7,4.6,-0.7,-2.6,-2.4,5.9,-0.3,9.5
CC(C)n1nc(C(=O)NCCCN2CCCC2=O)c2ccccc2c1=O,-0.3,-2.1,-0.5,-3.3,10.9,-0.1,-2.5,9.1,0.9,-1.6
CN(C)/N=C/C=C1\CC/C(=C\c2ccc(Br)cc2)C1=O,2.3,-3.0,-0.1,7.7,-0.5,0.3,4.4,7.4,-5.0,-1.2
O=C(c1ccco1)N1CCN(CC2CC3C=CC2C3)CC1 (centres undefined),4.2,-1.7,0.5,8.8,2.6,0.5,-0.9,5.1,7.2,0.1
CC(Oc1ccc(Cl)cc1Cl)C(=O)N(C)c1ccccc1 (centres undefined),0.2,-5.4,-3.2,0.1,-1.8,-14.6,-1.5,-7.5,1.4,-0.3
O=C(NCCCCCc1nc2ccccc2[nH]1)c1ccccc1Cl,-2.1,-1.1,1.4,3.1,4.6,3.8,1.9,-4.5,8.2,1.1
Cc1ccc(-n2nc3c(=O)n(CCCC(=O)NCCc4ccccc4)nc(C)c3c2C)cc1,-3.0,4.7,-0.9,-8.0,1.4,-0.9,9.9,-16.2,3.0,2.7
Cc1nc(C)c(C(=O)OCC(=O)N2CCN(c3ccccc3)CC2)s1,-4.4,-0.1,0.3,3.2,1.4,-2.5,2.6,1.4,-3.5,8.0
OCC1(CCOc2ccccc2)CCN(Cc2cn[nH]c2-c2ccc(F)cc2)CC1,-0.1,-2.0,0.7,7.4,1.8,-10.1,-0.9,3.6,-2.2,3.3
Cc1ccc(O)c(Cn2nnc3ccccc32)c1,2.4,6.7,2.6,-15.8,-10.8,-5.9,-1.7,-0.2,2.5,4.3
CCOc1ccc(N=Cc2ccc([N+](=O)[O-])cc2)c(O)c1,20.5*,-1.3,-14.6,35.4*,6.7,31.4,22.2*,-9.5,3.0,-7.2
C/C(NCCc1ccc(O)cc1)=C1/CCOC1=O,0.6,0.3,0.2,1.4,-0.8,1.6,-1.0,-3.8,0.9,9.4
CC(=O)Nc1ccc(S(=O)(=O)NCCC(=O)OCC(=O)N2CCN(C(=O)c3ccco3)CC2)cc1,2.1,-1.8,-0.9,3.9,2.0,5.6,5.8,-9.2,0.7,6.2
COCc1c(Br)c(C)nc(OCC(=O)O)c1C#N,-0.2,2.2,-0.7,1.1,7.0,0.3,2.4,-1.8,1.2,-2.1
Cc1c(NC(=O)c2ccc3c(c2)OCO3)cccc1-c1nc2ccccc2s1,2.5,3.2,2.0,-9.4,-5.5,-7.9,2.6,-7.6,-7.3,5.1
Cc1ccc(-c2n[nH]c(=O)c3ccccc23)cc1S(=O)(=O)NCC1CCCO1 (centres undefined),2.4,9.1,0.9,2.8,0.3,2.1,-1.1,-1.6,1.5,-1.2
Cc1ccc(S(=O)(=O)N2CCOCC2)cc1NC(=O)COC(=O)c1ccc(OCc2c(C)noc2C)cc1,-4.4,1.3,-2.6,3.1,-2.0,-7.1,0.9,-8.0,-3.7,2.4
Cc1nonc1NC(=O)CSc1nnc(-c2ccoc2C)n1CC(C)C,1.8,-10.7,-0.7,0.4,6.0,1.5,-2.8,-2.9,-4.2,-2.8
Cc1ccc2[nH]c3c(c2c1)CN(C(=O)CN1c2ccc(F)cc2CCC1C)CC3 (centres undefined),-2.3,-12.7,-0.9,2.6,0.7,6.5,1.8,-3.6,11.1,-4.4
Cc1ccc(N2C(=O)S/C(=C/c3cn(C)c4ccccc34)C2=O)cc1,2.6,-0.1,-0.6,-2.8,1.1,1.8,-2.4,0.4,-2.4,1.8
CCN(CCNC(=O)CC1Oc2ccccc2NC1=O)c1ccccc1 (centres undefined),-3.1,-5.5,-2.1,4.0,-4.2,-3.7,0.1,-3.9,-0.9,-0.9

Whole records from above:
Cc1nc(C)c(C(=O)OCC(=O)N2CCN(c3ccccc3)CC2)s1 is listed as LEDGF integ inh: -4.4; DDE Tn7 FP inh: -0.1; PG9 Ab binder: 0.3; mABHD4 FP: 3.2; TCR-CD3 inh: 1.4; HTRA1 inhibitor: -2.5; PRMT1 FP inh: 2.6; TDP2 inh: 1.4; SIAE inh: -3.5; UHRF1 MBD2 ctr: 8.0
Cc1c(NC(=O)c2ccc3c(c2)OCO3)cccc1-c1nc2ccccc2s1 is listed as LEDGF integ inh: 2.5; DDE Tn7 FP inh: 3.2; PG9 Ab binder: 2.0; mABHD4 FP: -9.4; TCR-CD3 inh: -5.5; HTRA1 inhibitor: -7.9; PRMT1 FP inh: 2.6; TDP2 inh: -7.6; SIAE inh: -7.3; UHRF1 MBD2 ctr: 5.1

The listing continues.
SMILES,LEDGF integ inh,DDE Tn7 FP inh,PG9 Ab binder,mABHD4 FP,TCR-CD3 inh,HTRA1 inhibitor,PRMT1 FP inh,TDP2 inh,SIAE inh,UHRF1 MBD2 ctr
CCn1nnnc1SCC(=O)N1CCc2ccccc21,1.5,-5.5,1.1,-5.5,0.0,2.2,1.1,4.3,-2.5,1.8
CCOC(=O)c1sc(Nc2nc3c(F)cccc3s2)cc1C,-0.2,-4.2,3.4,4.9,-0.1,-4.8,-1.3,-1.0,4.0,3.6
O=c1cc2c(nn1Cc1ccc(F)cc1)-c1ccccc1CC2,4.8,-1.4,0.8,-10.4,0.1,-14.0,-0.9,3.5,6.3,-2.4
CCOC(=O)C(NC(C)=O)(N1CCc2ccccc2C1)C(F)(F)F (centres undefined),0.3,7.8,-0.2,4.8,1.8,8.3,0.2,4.7,7.6,2.4
Cc1cc(C)c(C(=O)COC(=O)c2ccc(NC(=O)CC#N)cc2)cc1C,-7.2,-2.9,-0.4,-23.7,3.4,-36.2,2.2,-3.2,-25.2,-0.4
CSCC[C@H](NC(=O)CCn1nnc2ccccc2c1=O)C(=O)O,0.2,8.0,-0.4,-4.0,-7.4,-4.9,0.1,-8.2,-3.5,3.1
O=C(c1ccco1)N1N=C(c2ccncc2)CC1(O)C(F)(F)F (centres undefined),3.0,7.0,-0.3,1.8,4.3,-5.6,0.7,-2.3,-3.5,0.8
CCCc1cc(-c2[nH]ncc2-c2ccc(C(=O)OCC)o2)c(O)cc1O,2.6,-9.0,-1.7,3.6,1.2,-5.1,1.6,-12.5,10.6,-4.2
O=C(NCCc1ccccc1C(F)(F)F)c1cc(COc2ccccc2)on1,1.1,0.1,-1.3,-20.6,-1.1,-13.2,-4.7,1.2,-6.2,-2.3
S=c1[nH]c(-c2ccc(Br)cc2)cn1CCc1ccccc1,3.4,-2.2,1.4,1.5,3.2,0.4,2.0,11.2,9.0,-3.5
CC1=NCCN1S(=O)(=O)c1cccc([N+](=O)[O-])c1,2.5,-7.0,-0.8,2.1,7.8,7.4,1.0,-0.5,-0.2,-1.2
CCn1cc(C(=O)OCC(=O)OC2CC(C)CCC2C(C)C)c(=O)c2ccc(C)nc21 (centres undefined),2.1,-1.0,-0.4,3.1,8.9,-45.9,1.8,-10.2,-3.7,1.3
COc1cccc(NC(=O)CSc2nc3c(oc4ccccc43)c(=O)[nH]2)c1,-1.4,-4.1,-0.5,-3.6,-4.8,-35.9,2.4,2.1,-8.7,17.2
Cc1cc(=O)n2[nH]c(N)c(N=Nc3ccccc3)c2n1,-3.2,-0.9,-11.2,-2.2,2.1,4.0,-2.1,2.1,5.6,-19.6
CCOC(=O)N1CCN(c2nc3ccccn3c(=O)c2C=O)CC1,3.8,-1.8,-0.6,8.2,3.4,3.5,-0.7,1.9,3.0,-2.1
O=C(COc1ccc(Oc2ccccc2)cc1)NCc1cn2ccccc2n1,0.0,15.8*,0.0,-5.7,9.1,-3.1,1.9,3.0,1.3,0.7
Cc1ccc(S(=O)(=O)N(CC(O)CN2CCCCC2)c2cccc([N+](=O)[O-])c2)cc1 (centres undefined),-1.1,-3.6,-1.7,7.0,1.0,-9.1,0.4,16.6,2.3,0.1
Cc1cc(C)cc(OCC(=O)Nc2ccc(S(=O)(=O)Nc3ccccn3)cc2)c1,-1.8,-0.9,0.3,-5.9,11.0,-10.6,0.6,-7.6,-6.1,1.1
CC(=O)c1c(C)[nH]c(C(=O)Nc2ccccn2)c1C,-0.6,5.4,-1.9,-6.2,8.1,2.7,-1.6,-4.3,0.8,0.2
Cc1ccc(NC(=O)Cc2nc(CN(C)CC(=O)Nc3ccc(C)cc3)cs2)cc1,4.4,-4.3,-1.5,12.5,3.7,-20.7,-1.6,-5.8,-11.2,-0.4
CCn1c(C)nc2cc(S(=O)(=O)N3CCCCC3)ccc21,0.2,-2.0,-0.2,3.7,0.5,-1.3,-0.7,-4.8,-2.4,-1.2
O=C(NCc1cccc(Br)c1)C1CC(c2ccccc2[N+](=O)[O-])=NO1 (centres undefined),-0.4,6.4,0.8,3.0,1.3,-3.4,-1.5,3.0,13.9,-7.3
CSc1ccccc1C(=O)C1CCCN(C(=O)NC(C)C)C1 (centres undefined),4.5,1.9,0.2,0.0,1.3,5.0,-2.4,-7.6,-7.6,0.9
O=C(c1cc2nc(-c3ccco3)cc(C(F)(F)F)n2n1)N1CCN(c2ccccn2)CC1,1.0,-4.0,-1.1,0.1,8.7,-2.5,4.0,-10.3,-1.0,0.6
COc1ccc(S(=O)(=O)N(CC(=O)N2CCN(C)CC2)c2ccc(C)cc2)cc1Br,-4.9,6.2,-1.3,0.6,0.3,-0.8,3.7,-3.6,-0.5,1.4
O=c1[nH]c(-c2cccs2)nc2ccccc12,-1.4,0.1,0.4,2.9,3.0,-4.8,-0.6,-12.3,4.8,-0.9
Cc1sc(NC(=O)c2ccco2)c(CN2CCN(Cc3ccccc3)CC2)c1C,-0.6,2.3,-1.4,6.6,3.7,-6.4,-1.1,0.4,4.3,2.9
CC(C)C[C@H](NC(=O)C1(c2ccccc2)CCN(C(=O)OC(C)(C)C)CC1)C(=O)N1CCC[C@H]1C(=O)O,-2.1,-1.1,1.2,0.0,-3.9,-1.6,2.8,-7.5,4.7,3.9
